Screening data from PubChem BioAssay.
pCIP destab = p/CIP protein destabilization; Q05BA5; F442A p/CIP-EGFP cells, EGFP fluorescence, 16 h; decrease of EGFP signal, % at 10 µM; actives 0.01% (n = 290,000); AID 1984;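 active = EGFP signal decrease of at least 30% at 10 µM or well 3 SD below plate mean, unless failing retest; inactive = the rest, including hits failing retest or dose response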; also: some compounds called inactive have numbers as strong as hits; many of its hits are not listed in these tables
VIM-2 inhibitor = blocks Pseudomonas aeruginosa VIM-2 metallo-beta-lactamase | purified VIM-2, nitrocefin hydrolysis, epi-absorbance fluorescence | inhibition, % at 5.6 µM | actives 0.89% (n = 290,000) | AID 1527;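 active = inhibition above the mean of all tested compounds plus 3 SD, cutoff set per screening run, cut at about 7.5% in these data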;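 also: red hydrolysis product quenches plate fluorescence so inhibitors raise well fluorescence; 0% = enzyme with DMSO and 100% = DMSO without enzyme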
DNA FID counter = fluorescent intercalator displacement, NS3 helicase counter-screen; AID 1845; DNA fluorescent intercalator displacement, fluorescence; inhibition, % at 7.9 µM; actives 0.17% (n = 290,000); in the data active = inhibition above about 37%;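 also: 0% = vehicle and 100% = reference compound; higher means more ethidium bromide displaced from hairpin DNA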
IMP-1 inh = inhibitors of Pseudomonas aeruginosa IMP-1 metallo-beta-lactamase. purified IMP-1, nitrocefin hydrolysis, epi-absorbance fluorescence. inhibition, % at 5.6 µM. actives 0.45% (n = 290,000);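 active = inhibition above the mean plus 3 SD of all compounds in the same screening run, cut at about 4.5% in these data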;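 also: 0% = IMP-1 with DMSO and 100% = DMSO wells lacking enzyme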
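System – purified recombinant IMP-1 beta-lactamase · Input – IMP-1 dispensed at 0.2 nM · Timing – 15 min preincubation plus 25 min reaction at 25 °C · Signal – Epi-absorbance fluorescence, 480 nm excitation, 530 nm emission · Measure – percent IMP-1 inhibition derived from blank-referenced optical density · Controls – Enzyme-plus-DMSO low control, enzyme-free DMSO high control · Replication – singlicate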
UBC9 SUMO inh = blocks human SUMOylation mediated by UBC9; P63279; HTRF SUMOylation assay, SAE1/SAE2 + UBC9, in vitro; inhibition, % at 35 µM; actives 0.36% (n = 290,000); in the data active = inhibition above about 50%, passing the limit was not always enough; also: strong numbers were not always called active
Target sequence (P63279 whole entry, looked up): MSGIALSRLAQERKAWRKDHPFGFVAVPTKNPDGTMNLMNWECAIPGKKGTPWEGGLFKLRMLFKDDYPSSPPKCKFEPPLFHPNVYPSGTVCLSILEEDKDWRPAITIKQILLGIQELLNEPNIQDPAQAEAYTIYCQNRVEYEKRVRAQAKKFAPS
PfM18AAP inh = blocks P. falciparum M18 aspartyl aminopeptidase; AID 1822; actives 1.2% (n = 290,000); recombinant PfM18AAP, H-Glu-NHMec fluorogenic cleavage; inhibition, % at 7.35 µM;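 active = inhibition above the campaign mean inhibition over all tested compounds plus 3 SD, cut at about 28% in these data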;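 also: 0% = plate median of test compound wells and 100% = 2 mM ZnCl2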
HCV NS3 hel inh = blocks Hepatitis C virus NS3 helicase unwinding; NS3 helicase DNA unwinding, Cy5 molecular beacon fluorescence; inhibition, % at 10.9 µM; actives 0.56% (n = 290,000); AID 1800;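 active = inhibition above the mean of all tested compounds plus 3 SD, set per campaign, cut at about 35% in these data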;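 also: 0% = DMSO wells and 100% = thioflavine S control wells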
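test system = hepatitis C virus NS3 helicase domain fragment enzyme | reagent = annealed dual-labelled DNA beacon duplex, ATP-started | times = 1 h at 25 °C | detection = Cy5 fluorescence, 0 and 60 min reads | read-out basis = percent inhibition from t60/t0 fluorescence ratio | control set = DMSO and thioflavine S | replication = one well per compound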
IDE inh = inhibitors of human insulin-degrading enzyme in cells; HEK cells, FAbetaB cleavage, fluorescence polarization; P14735; inhibition, % at 5.59 µM; actives 0.41% (n = 320,000);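 active = percent inhibition above the average of all tested compounds plus 3 SD, set per screening campaign, cut at about 16% in these data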;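 also: IDE supplied by intact live HEK cells; FP after avidin binding of uncleaved biotin substrate so inhibition keeps polarization high; 0% = DMSO wells and 100% = 60 µM reference IDE inhibitor Ii1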
IDE act = IDE (human) activation, cell-based; P14735; HEK cells, FAbeta-B cleavage, fluorescence polarization; 0% vehicle, 100% cell-free pure enzyme wells; activation, % at 5.96 µM; actives 0.073% (n = 340,000); AID 493087;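 active = activation above the mean of all tested compounds plus 3 SD, set per screening campaign, cut at about 17% in these data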
Active calls of the source: *; x = no result given.

[1] CCCC(C(=O)NC1CCCC1)N(CCN(CC)CC)C(=O)c1snc(C(N)=O)c1N (stereo not given)
[2] OCCC1CN(Cc2cccc(-c3ccco3)c2)CCN1Cc1ccsc1 (stereo not given)
[3] CCOc1ccc2[nH]c3c(NCCCOC)ncnc3c2c1
[4] Cc1ccc(O)c(C(=O)c2cnn(C(=O)COc3ccc(Cl)cc3)c2)c1
[5] CCc1nn(CC(=O)NCCC(C)C)c(=O)c2cc3c(OC)cccc3n12
[6] O=C(CC(C(=O)O)c1ccccc1)c1cccs1 (stereo not given)
[7] CC1CCc2c(sc(NC(=O)C3c4ccccc4Oc4ccccc43)c2C(N)=O)C1 (stereo not given)
[8] CC(C)c1ccc(NC(=O)c2snc3ccc(Cl)cc23)cc1
[9] CC(=O)Cc1nsc(Nc2ccc(C)cc2)n1
[10] O=C(c1ccc(NC(=S)NCc2ccco2)cc1)N1CCOCC1

entry no.	1	2	3	4	5	6	7	8	9	10
pCIP destab	1.5	7.2	-15.9	-1.0	10.4	-15.9	6.8	-1.0	-13.3	-13.2
VIM-2 inhibitor	-2.3	-2.9	-3.7	-3.3	2.7	4.7	-0.7	-1.2	-2.1	0.3
DNA FID counter	-6.7	15.7	6.2	-4.4	-15.2	-8.6	-1.8	1.1	-9.1	-1.6
IMP-1 inh	-2.1	-3.6	-2.9	-4.8	4.4	-2.5	-1.1	-0.5	-3.3	-1.0
UBC9 SUMO inh	11.4	-16.0	26.7	8.6	1.5	18.3	-31.2	4.6	3.3	7.4
PfM18AAP inh	3.2	-5.0	3.5	15.1	9.1	-0.8	-2.9	-8.0	-6.3	-1.9
HCV NS3 hel inh	7.5	-14.0	-0.1	-0.6	26.1	-1.9	2.9	-3.2	-1.5	-4.9
IDE inh	-5.0	-0.6	x	-2.7	2.2	6.1	-2.6	-0.7	6.8	-3.0
IDE act	2.5	1.8	-17.6	8.3	1.5	6.2	5.3	3.2	-2.0	1.1

[11] COc1ccccc1NS(=O)(=O)c1cc(NC(=O)/C=C/c2cccs2)ccc1N1CCOCC1
[12] CCOC(=O)C(=O)Nc1ccccc1C#N
[13] CC(=O)Nc1ccc(NS(=O)(=O)C(F)(F)F)cc1
[14] Cc1ccc(C(=O)Nc2ccc3c(c2)OCO3)cc1S(=O)(=O)N1CCOCC1
[15] CCOC(=O)c1ccc(Nc2cc(C)nc3ncnn23)cc1
[16] COc1cc2c(cc1OC)C(c1ccc(-c3ccccc3Cl)o1)=NCC2
[17] COc1ccc(CNC(=O)c2cc3c(s2)CS(=O)C3)cc1 (stereo not given)
[18] COc1cc(/C=C2\SC(=O)NC2=O)ccc1OCc1ccc(Cl)nc1
[19] CC(SCc1ccccc1)C(=O)N/N=C/c1cccs1 (stereo not given)
[20] COC(=O)c1cc(CSc2nc3ccccc3[nH]2)oc1C

entry no.	11	12	13	14	15	16	17	18	19	20
pCIP destab	-38.5	-5.2	-14.5	-1.9	-3.5	2.1	-3.3	5.2	1.4	-13.4
VIM-2 inhibitor	-2.1	-1.5	-4.4	-1.2	0.2	19.4*	-5.5	-1.8	-4.5	-0.1
DNA FID counter	1.0	-2.1	0.6	-11.0	-10.8	5.5	-0.5	-15.1	-10.3	-5.6
IMP-1 inh	-1.8	-2.6	-3.5	-2.6	-1.4	-0.5	-1.0	-2.9	-4.9	-5.1
UBC9 SUMO inh	12.6	-10.3	28.5	4.5	19.3	9.3	-1.9	-10.0	13.9	-7.5
PfM18AAP inh	-9.4	8.4	3.8	4.3	3.0	1.5	-9.2	4.9	-4.4	-6.7
HCV NS3 hel inh	4.2	1.4	-2.6	-1.9	1.7	-17.0	3.5	11.0	13.2	7.0
IDE inh	1.0	1.1	-1.3	2.4	-1.1	1.8	1.1	3.9	0.3	4.5
IDE act	0.3	-0.3	4.8	0.9	-5.6	-7.9	-0.8	-3.8	4.6	-2.5

[21] CC(=O)Nc1ccc(NC(=S)Nc2ccc(F)cc2)cc1
[22] O=C(NCCc1ccccn1)C1CCN(S(=O)(=O)c2ccc(Cl)cc2)CC1
[23] CCn1c(SCC(=O)N=Nc2c(O)[nH]c3ccccc23)nc2ccccc21
[24] COc1ccc(C2CC2/C(C)=N/OC(=O)c2cccs2)cc1 (stereo not given)
[25] Cc1ccc(S(=O)(=O)N(C)CC(=O)OCc2nnc(-c3ccccc3)o2)cc1
[26] CCn1c(CCc2ccccc2)n[nH]c1=S
[27] CCN(CCCNC(=O)CCNC(=O)Cn1ccc2ccccc2c1=O)c1ccccc1
[28] O=C(Nc1cccnc1)/C(N=Nc1cccnc1)=C(\O)c1ccccc1
[29] CCc1cc(C(=O)Cc2nc3ccccc3s2)c(O)cc1OCC(=O)O
[30] Cc1ccccc1NS(=O)(=O)c1cc(C(=O)Nc2cccnc2)ccc1C

entry no.	21	22	23	24	25	26	27	28	29	30
pCIP destab	20.9	1.2	-24.6	-3.0	-15.3	5.3	-3.7	-3.2	-9.0	-4.6
VIM-2 inhibitor	0.0	-3.1	-3.0	-1.4	-3.1	-7.6	-1.7	10.2*	1.4	-2.2
DNA FID counter	-0.3	-19.9	-1.9	-12.0	-22.8	8.3	-22.7	-23.5	-28.5	-20.7
IMP-1 inh	0.2	-1.8	-2.6	-1.4	-1.2	-4.3	-4.8	-4.2	-2.0	-2.2
UBC9 SUMO inh	-1.1	3.6	14.6	6.2	14.4	-1.3	7.3	17.3	7.9	-0.2
PfM18AAP inh	-8.7	-0.1	-8.2	-0.8	-1.7	24.9	-3.2	-1.7	17.3	2.4
HCV NS3 hel inh	7.9	2.4	-12.5	0.6	1.2	2.7	-2.8	-8.9	8.3	-7.7
IDE inh	1.8	-2.9	0.7	0.2	-1.5	-1.6	x	-2.1	-0.2	-1.1
IDE act	4.5	-1.1	-4.4	2.4	4.7	2.5	1.1	0.1	3.7	3.7

[31] Cc1sc(NC(=O)c2ccc(Br)s2)c(C(N)=O)c1C
[32] CCCn1c2c(c(O)c(C(=O)Nc3ccc(OC)cc3)c1=O)CCCC2
[33] Cc1ccc2c(c1)C1CN(C)CCC1N2C(=S)NC(=O)c1ccc(Br)cc1 (stereo not given)
[34] Cc1ccc(-c2nn(CC(=O)O)c(=O)c3ccccc23)cc1
[35] Cc1c(C(C)(C)O)[nH]c2ccc(C(F)(F)F)cc12
[36] CCCc1nnc(SCC(=O)N2CCCCC2)n1CC1CCCO1 (stereo not given)
[37] COc1ccc(CNC(=O)C2CC(c3ccc(F)cc3)=NO2)cc1 (stereo not given)
[38] CSC1=NSC2=NC(=O)/C(=C/c3coc4ccc(O)cc4c3=O)C(=N)N12
[39] CCCc1cc(=O)oc2cc(OC(C)C(=O)NCc3ccccn3)c(Cl)cc12 (stereo not given)
[40] COc1ccccc1CN1CC(=O)N2CSC[C@H]2C1=O

entry no.	31	32	33	34	35	36	37	38	39	40
pCIP destab	-5.9	-15.7	1.8	-13.4	-15.9	0.2	-11.3	-2.8	-10.9	6.5
VIM-2 inhibitor	1.1	0.8	-6.0	-1.7	-2.9	-0.7	-1.9	-0.5	-0.4	0.6
DNA FID counter	0.4	4.7	-5.0	-11.9	-7.8	-5.1	0.1	-1.0	-46.9	-9.1
IMP-1 inh	-3.9	0.1	-4.2	1.4	-4.0	-4.8	-0.2	0.0	-3.3	2.3
UBC9 SUMO inh	8.9	31.0	10.9	5.5	-6.9	14.5	23.3	12.6	12.5	-9.4
PfM18AAP inh	2.3	1.2	5.7	5.4	0.1	-1.4	-3.0	16.1	-4.2	-1.0
HCV NS3 hel inh	-4.0	-2.3	-0.7	1.1	-28.7	-7.8	3.8	32.0	2.4	16.2
IDE inh	0.4	-3.2	-2.4	-8.5	1.3	0.1	1.3	29.9*	-3.0	6.4
IDE act	2.5	-0.2	1.3	5.4	2.1	-1.6	-2.7	-49.0	-2.8	-4.0

Shown bar-delimited: entries from further up
entry | Compound | pCIP destab | VIM-2 inhibitor | DNA FID counter | IMP-1 inh | UBC9 SUMO inh | PfM18AAP inh | HCV NS3 hel inh | IDE inh | IDE act
31 | Cc1sc(NC(=O)c2ccc(Br)s2)c(C(N)=O)c1C | -5.9 | 1.1 | 0.4 | -3.9 | 8.9 | 2.3 | -4.0 | 0.4 | 2.5
32 | CCCn1c2c(c(O)c(C(=O)Nc3ccc(OC)cc3)c1=O)CCCC2 | -15.7 | 0.8 | 4.7 | 0.1 | 31.0 | 1.2 | -2.3 | -3.2 | -0.2

Single values from above:
pCIP destab result of COc1ccccc1CN1CC(=O)N2CSC[C@H]2C1=O stands at 6.5
IDE act result of COc1ccc(CNC(=O)C2CC(c3ccc(F)cc3)=NO2)cc1 (stereo not given) stands at -2.7
UBC9 SUMO inh result of Cc1ccc(-c2nn(CC(=O)O)c(=O)c3ccccc23)cc1 stands at 5.5
PfM18AAP inh result of Cc1sc(NC(=O)c2ccc(Br)s2)c(C(N)=O)c1C stands at 2.3

The list continues.
[41] CN1C(c2ccccc2)CCOS1(=O)=O (stereo not given)
[42] CCCOc1ccc(NC(=O)C2CC(=O)N/C(=N/N=C(\C)CCc3ccc4c(c3)OCO4)S2)cc1 (stereo not given)
[43] Cc1cc(-c2ccccc2)nc2[nH]n(-c3ccccc3)c(=O)c12
[44] COc1ccc(OC)c(NC(=O)c2cnn(-c3ccccc3Cl)c2NC(=O)c2ccco2)c1
[45] NS(=O)(=O)c1cc2c(cc1Cl)NCNS2(=O)=O

entry no.	41	42	43	44	45
pCIP destab	-7.3	-3.5	3.6	-10.6	-3.4
VIM-2 inhibitor	1.6	-4.3	-2.1	-0.7	1.1
DNA FID counter	5.7	-18.3	0.4	-26.8	-1.8
IMP-1 inh	0.6	-3.4	-1.7	-0.4	-2.7
UBC9 SUMO inh	-8.7	-2.7	-16.8	6.3	0.4
PfM18AAP inh	-0.8	7.8	-4.0	-0.7	-9.4
HCV NS3 hel inh	28.1	-1.1	-2.8	8.4	-3.7
IDE inh	-1.4	-0.2	4.3	2.6	5.9
IDE act	4.2	1.9	1.2	4.1	1.2
